Source: PubChem (NCI)
NCI-60 one-dose screen, 48 h, at 10 µM unless noted. Numbers give growth in % (100 = growth as untreated, 0 = no growth, -100 = all killed).
OVCAR-5: OVCAR-5 ovarian cancer | actives 2.9% (n = 82,000)
UO-31: UO-31 renal cancer. actives 5.2% (n = 81,000)
TK-10: TK-10 renal cancer cells; actives 3.9% (n = 81,000)
OVCAR-4: OVCAR-4 ovarian cancer cells. actives 3.7% (n = 80,000). AID 1794784
SN12C: SN12C renal cancer cells | actives 3.8% (n = 81,000)
SK-OV-3: SK-OV-3 ovarian cancer cells. actives 3.2% (n = 80,000). AID 1794785
IGROV1: IGROV1 ovarian cancer; actives 4.7% (n = 79,000)
786-0: 786-0 renal cancer cells; AID 1794775; actives 5.1% (n = 81,000)
* hit, by the source's call; . = no result given; & = joins results of further samples; ! = repeats disagree. How the source made its calls: active means growth percent below 10; inactive means the rest.

The opening five records as a preview:
SMILES	OVCAR-5	UO-31	TK-10	OVCAR-4	SN12C	SK-OV-3	IGROV1	786-0
CC(=O)n1cc(C2CC(=O)OC3=C2CC(=O)C(C)(C)C3)c2ccccc21 (stereo not given)	93	87	101	98	102	96	109	108
COc1ccc2[nH]cc(C(c3ccc(Cl)cc3)N3CCCC3)c2c1 (stereo not given)	101	59	88	104	109	109	83	102
O=[N+]([O-])c1ccc(-c2cc3c(Nc4ccc(OCc5cccc(Cl)c5)c(Cl)c4)ncnc3s2)cc1	88	60	70	41	85	59	77	88
COc1cc(-c2nnc(SCc3ccc(O)c4ncccc34)n2-c2ccccc2)cc(OC)c1OC	33	-30*	15	6.8*	8.8*	1.7*	8.9*	8.3*
CC(C)(C)c1ccc2c(c1)CN(C1CCCCC1)CO2	83	49	110	89	91	101	81	96

Main list, from the first entry:
SMILES	OVCAR-5	UO-31	TK-10	OVCAR-4	SN12C	SK-OV-3	IGROV1	786-0
CC(=O)n1cc(C2CC(=O)OC3=C2CC(=O)C(C)(C)C3)c2ccccc21 (stereo not given)	93	87	101	98	102	96	109	108
COc1ccc2[nH]cc(C(c3ccc(Cl)cc3)N3CCCC3)c2c1 (stereo not given)	101	59	88	104	109	109	83	102
O=[N+]([O-])c1ccc(-c2cc3c(Nc4ccc(OCc5cccc(Cl)c5)c(Cl)c4)ncnc3s2)cc1	88	60	70	41	85	59	77	88
COc1cc(-c2nnc(SCc3ccc(O)c4ncccc34)n2-c2ccccc2)cc(OC)c1OC	33	-30*	15	6.8*	8.8*	1.7*	8.9*	8.3*
CC(C)(C)c1ccc2c(c1)CN(C1CCCCC1)CO2	83	49	110	89	91	101	81	96
Cc1ccc(S(=O)(=O)NC(=O)CCC(=O)NCc2ccccc2)cc1	104	89	90	104	104	94	104	102
c1ccc(CSc2nnc(-c3cccnc3)o2)cc1	104	92	91	108	101	97	110	93
Brc1ccc(-c2csc(Nc3ccccn3)n2)cc1	92	76	101	50	96	83	79	88
Cc1c2c(cn1Cc1ccccc1)CCc1cn(C)nc1-2	.	69	107	55	87	108	102	82
COC(=O)C1C2CC3C1C3C2C(=O)OC (stereo not given)	97	83	101	90	98	95	103	98
C/C(Cc1ccc([N+](=O)[O-])cc1[N+](=O)[O-])=N\O	96	85	109	104	103	104	116	112
CCNC(=O)c1onc(-c2ccccc2)c1-c1cc(OC)c2c(c1OC)OCO2	100	86	88	98	99	133	98	98
Cn1ncc2c(c1=O)-n1nc(CN3CCCC3)cc1-c1ccccc1O2	115	82	.	98	103	115	98	108
O=C(c1ccccc1)N1CCN(C(=O)c2ccccc2)c2ccccc21	107	81	110	103	103	113	116	102
O=C1C=CC(=O)N1c1ccccc1[N+](=O)[O-]	102	91	107	109	98	103	102	111

Ordered by length of the SMILES (ascending): some entries from above.
SMILES	OVCAR-5	UO-31	TK-10	OVCAR-4	SN12C	SK-OV-3	IGROV1	786-0
CC(C)(C)c1ccc2c(c1)CN(C1CCCCC1)CO2	83	49	110	89	91	101	81	96
COc1ccc2[nH]cc(C(c3ccc(Cl)cc3)N3CCCC3)c2c1 (stereo not given)	101	59	88	104	109	109	83	102
Cc1ccc(S(=O)(=O)NC(=O)CCC(=O)NCc2ccccc2)cc1	104	89	90	104	104	94	104	102
C/C(Cc1ccc([N+](=O)[O-])cc1[N+](=O)[O-])=N\O	96	85	109	104	103	104	116	112
O=[N+]([O-])c1ccc(-c2cc3c(Nc4ccc(OCc5cccc(Cl)c5)c(Cl)c4)ncnc3s2)cc1	88	60	70	41	85	59	77	88

Following part
SMILES	OVCAR-5	UO-31	TK-10	OVCAR-4	SN12C	SK-OV-3	IGROV1	786-0
O=C(CCCCC(=O)Nc1ccc(C(=O)Nc2cc(C3=NCCN3)cc(C3=NCCN3)c2)cc1)Nc1ccc(C(=O)Nc2cc(C3=NCCN3)cc(C3=NCCN3)c2)cc1	91	89	124	101	101	123	99	102
Cn1c(-c2ccccc2)c(C(C[N+](=O)[O-])c2cccs2)c2ccccc21 (stereo not given)	92	71	86	64	91	109	84	85
CC(C)(C)Nc1nc2c(OCCc3ccccc3)cccn2c1-c1ccc([N+](=O)[O-])cc1	67	32	67	42	75	77	57	75
COc1ccc(-c2nn(-c3cccc(Cl)c3)cc2-c2cc(-c3cccs3)no2)cc1	76	19	61	53	50	76	67	44
O=c1[nH]c2cc(Cl)ccc2c(O)c1/C=N/Nc1nc(-c2ccccc2)cs1	95	51	75	57	80	72	80	.
CCOc1ccccc1NCN1C(=O)c2ccccc2C1=O	109	94	124	114	110	132	109	108
CCc1ccc(Nc2nc(Nc3cnc4ccccc4c3)c3[nH]cnc3n2)cc1	117	65	111	91	97	64	66	86
COCc1nc(NS(=O)(=O)c2ccc(N)cc2)nc(C)c1Br	106	95	93	123	108	97	103	100
O=C(O)CCCCCCCCCCN1C(=O)/C(=C2/C(=O)N(CC(=O)O)c3ccc(Br)cc32)SC1=S	106	73	128	95	86	97	74	55
COc1cc2nc(-c3ccc(C#N)cc3)[nH]c(=O)c2cc1OC	102	97	271	113	92	112	113	61
CCn1c(SCC(=O)N/N=C/c2ccc(F)cc2)nc2c1c(=O)n(C)c(=O)n2C	95	80	97	95	94	106	99	103
NS(=O)(=O)c1ccc(N2N=C(c3ccc(NC(=S)Nc4ccccc4)cc3)CC2c2ccc(Cl)cc2)cc1 (stereo not given)	82	86	99	62	67	86	104	66
COc1ccc(C(=O)/C=C/c2ccccc2)cc1S(=O)(=O)Nc1c(N)nc(SC)[nH]c1=O	75	78	96	99	72	112	84	77
Cn1cc(/C=N/Nc2cccc(Cl)n2)c2ccccc21	92	41	113	60	70	93	46	64
NC(=O)CCC(C(=O)O)N1C(=O)c2ccc(O)cc2C1=O (stereo not given)	131	93	114	123	108	-100*	105	111
Cc1cc(C)cc(N=Nc2cc(Br)cc(Br)c2)c1	92	80	112	96	100	90	89	111
ClC(Cl)(Cl)c1nc(Nc2nc3ccccc3s2)nc(-c2ccccc2)n1	105	85	195	106	101	80	97	103
CC1=CC2=NCC(C)C(=O)N2C=C1 (stereo not given)	118	77	110	106	106	100	96	107
CN(C)c1nc(C(=O)O)cc(=O)[nH]1	97	90	96	104	103	104	94	98
C=CC[C@]1(c2ccccc2)C(=O)C(=O)N(Cc2ccc(OC)cc2OC)[C@H]1c1cccnc1	109	94	92	85	96	96	99	98
C=CCCCCCCCCCOC(=O)c1nn(C(C)=O)c2cc3c(cc12)OCO3	102	92	97	108	100	100	100	94
CCN1C(=O)N(CC)C2C1NC(=S)N2/N=C/C=C/c1ccccc1 (stereo not given)	60	41	50	47	26	20	21	26
COc1ccc(NCc2cccn2Cc2ccccc2)cc1	102	83	116	101	99	112	98	100
COC(=O)/C(=C\c1ccc([N+](=O)[O-])cc1)NC(=O)c1ccccc1	102	74	100	104	98	103	121	106
Cc1ccc(-c2csc(=N)n2CC(=O)N2CCN(C)CC2)cc1	116	83	129	87	93	111	111	101
COc1cccc(C(=O)Nc2cccc(-c3cc(=O)c4c(OC)c(OC)c(OC)cc4o3)c2)c1	90	33	83	62	61	115	57	53
c1ccc2cc(Cn3cc(CSc4nc5ccccc5o4)nn3)ccc2c1	98	80	99	94	99	93	92	101
O=S(=O)(Nc1ccc(Cl)cc1)c1ccc(-c2nnc(C3CCCCC3)o2)cc1	105	81	110	93	90	110	93	96
COc1ccc2c(c1)CC/C(=C\c1cccnc1OC)C2=O	99	94	90	88	.	105	97	91
Oc1ccccc1CN1CCN(C(c2ccccc2)c2ccccc2)CC1	112	104	106	99	100	99	109	102
COc1ccc(C/C(C)=C(/c2ccc(OCCN3CCOCC3)cc2)c2ccc(OC(=O)NCc3ccccc3)cc2)cc1	98	76	92	95	97	96	112	95
c1ccc2c(c1)nc(-n1ccnc1)c1nc3ccccc3n12	82	46	72	68	53	22	53	73
CC/C(=C\c1ccc(OC)c(OC)c1)c1nc2ccccc2c(=O)[nH]1	108	98	51	110	109	115	140	103
O=C(CSc1cc[n+](CCCCCO)c2ccccc12)n1ccc2ccccc21	101	67	143	85	93	80	73	111
Nc1nc(-c2ccc(Cl)cc2)nc2c1sc(=S)n2-c1ccccc1	63	-38*	14	-20*	53	23	45	-53*
N/C(=N\c1nc2c(Cl)cccc2s1)C(Cl)(Cl)Cl	95	61	84	76	92	91	89	91
COc1ccc(OC)c([C@H]2c3[nH]c4ccccc4c3C[C@H]3C(=O)N(CCCCCCC(=O)NO)CC(=O)N23)c1	100	79	101	80	85	86	72	100
O=C1N/C(=C\c2nc3ccccc3s2)c2ccccc21	107	81	153	90	97	89	61	109
N#CC1=C(N)S[C@@H](C(=O)c2ccc(Br)cc2)[C@@H]1c1cccs1	105	61	121	87	100	100	93	106
CC(NNC(C)c1ccccc1)c1ccccc1 (stereo not given)	107	93	105	112	116	110	117	109
O=C(NC(=S)Nc1cccc(Cl)c1)c1ccccc1	84	86	142	77	96	102	84	95
CC1(COc2ccc3ncc(C#Cc4cncc(C(=O)NCCn5ccnc5)c4)n3n2)COC1	111	105	104	89	80	116	86	100
C/C(Nc1ccc(Cl)c(Cl)c1)=C1\CCOC1=O	87	84	104	72	89	121	84	82
COc1cc(C2CC(c3ccc(C)cc3)=NN2C(C)=O)ccc1Oc1nc2c(c(=O)n(C)c(=O)n2C)n1C (stereo not given)	102	89	107	89	72	97	96	100
c1ccc(C[Si](Cc2ccccc2)(Cc2ccccc2)Cc2ccccc2)cc1	111	81	100	82	.	100	87	79
NS(=O)(=O)c1ccc(Nc2nc(SCC(=O)c3ccc(-c4ccccc4)cc3)nc3ccccc23)cc1	117	96	138	113	99	116	111	104
O=C(Cc1ccc(F)cc1)c1ccccc1	122	96	104	109	99	108	107	98
Cc1ccc(/C=C(\C#N)n2nnc3c(F)cccc32)cc1	-7.3*	15	0.4*	51	4.2*	30	8.2*	38
CCN1CCN(Cc2ccc(NC(=O)c3cccc(-n4cc(-c5ccc(NC(C)=O)nc5)nn4)c3)cc2C(F)(F)F)CC1	158	107	149	98	96	97	127	58
COc1ccc(/C=N/Nc2nc(N/N=C/c3ccc(OC)cc3O)nc(N3CCOCC3)n2)c(O)c1	68	11	78	63	75	89	51	15
Cc1ccc2c(c1)=C/C(=C\c1cc(-c3ccccc3)oc1O)C(=O)N=2	98	100	98	105	106	111	111	91
COc1ccc2c(c1)C(=O)/C(=C/c1ccc(OCC(=O)Nc3nccs3)cc1)O2	-31*	-81*	94	48	48	38	.	-13*
N#Cc1c(-c2ccc([N+](=O)[O-])cc2)[nH]c(=S)n(N=O)c1=O	110	69	96	109	97	96	93	94
CC/C=C\C/C=C\C/C=C\C/C=C\C/C=C\CCCC(=O)OCC	106	84	117	112	103	124	119	105
COC(=O)[C@@]1(/C=C/c2ccccc2)C(=O)N(c2ccc(OC)cc2)[C@@]1(C(=O)OC)c1ccc(OC)cc1	104	72	102	97	89	105	99	94
C=CCn1c(SCC(=O)Nc2ccc(C(=O)/C=C/c3ccc(Cl)cc3)cc2)nnc1-c1ccc(Br)cc1	98	68	83	58	80	138	87	89
C[C@@H]1CC2C3CCC4=CC(=O)C=C[C@]4(C)[C@@]3(F)[C@@H](O)C[C@]2(C)[C@@]1(O)C(=O)COP(=O)(O)O (stereo not given in full)	79	72	.	110	42	70	95	107
NC(=O)Nc1ccc(Nc2ccccc2)cc1	101	86	106	98	92	100	93	102
COc1cc([C@@H]2c3cc4c(cc3C(O[C@@H]3O[C@@H]5CO[C@@H](c6cccs6)OC5[C@H](O)[C@H]3O)C3COC(=O)[C@@H]32)OCO4)cc(OC)c1O (stereo not given in full)	-9.7*	-72*	-55*	14	-9.9*	-14*	-5.6*	-41*
CC(C)CC(C)NC(=O)CCCl (stereo not given)	99	98	96	95	99	105	111	102

New compounds follow
SMILES	OVCAR-5	UO-31	TK-10	OVCAR-4	SN12C	SK-OV-3	IGROV1	786-0
CN(C)c1ccc2c(c1)c1cc(N(C)C)ccc1n2Cc1ccccc1	102	87	113	99	86	86	99	103
CN1CCN(Cc2ccc(NC(=O)c3cc(C#Cc4cnc(N)c5ncccc45)n(C)n3)cc2C(F)(F)F)CC1	140	64	147	114	77	111	113	9.9*
COc1ccc(C[C@H](N)C(=O)N[C@@H]2[C@@H](CO)OC(n3cnc4c(N(C)C)ncnc43)[C@@H]2O)cc1 (stereo not given in full)	.	16	-76*	-33*	-13*	-25*	-42*	-88*
CCN(CC)CCCC(C)Nc1ccnc2cc(Oc3ccccc3)ccc12 (stereo not given)	91&83	51&49	91	93&75	74&71	97&91	-53*!	85&64
CC[C@H]1OC(=O)[C@H](C)[C@@H](O[C@H]2C[C@@](C)(OC)[C@@H](O)[C@H](C)O2)[C@H](C)[C@@H](O[C@@H]2O[C@H](C)C[C@H](N(C)C)[C@H]2O)[C@](C)(O)C[C@H](C)CN(C)[C@H](C)[C@@H](O)[C@]1(C)O	100	79	103	108	94	97	98	92
C[C@H](NC(=O)c1cnc2c(-c3ccc(C(F)(F)F)cc3)cccc2c1)c1ccccn1	80	18	78	67	42	70	44	72
CCCCCCCCCCCCNCCC#N	80	51	95	93	88	110	74	76
COC(=O)[C@H](Cc1ccccc1)NC(=O)[C@]12CCC(C)(C)C[C@H]1C1=CC[C@@H]3[C@@]4(C)Cc5c([nH]c6ccccc56)C(C)(C)[C@@H]4CC[C@@]3(C)[C@]1(C)CC2	102	85	107	103	95	109	116	104
Cc1nc2cc3c(=O)n(C)cnc3cc2n1Cc1ccccc1	106	100	116	118	110	103	120	99
CC1=CC(=C(c2ccc(N)cc2)c2ccc(N)cc2)C=CC1=N	53&47	86&32	15&38	34&24	6.8*!	38	70	43&23
CCCCC1(C)NC(=O)NC1=O (stereo not given)	92	100	113	110	101	102	108	107
COc1ccc(Cn2cc(COc3cc(/C=C/C(=O)c4cc(OC)c(OC)c(OC)c4)ccc3OC)nn2)cc1	81	38	.	51	51	72	89	81
